Apoferritin bind – qHTS Assay for Identification of Novel General Anesthetics; hit rate 0.074% among 350,000; apoferritin/1-aminoanthracene competitive binding, fluorescence; Ferritin light chain (Equus caballus), P02791; Potency, µM (doses to about 77.5 µM), for inactives: at the top dose activity change, negative = displacement, actives largely listed as inhibitors; note: % is set by controls: 0 for no effect and ±100 for the full control effect; nearly all actives have a fitted effect of over 20% in size
Target sequence (P02791 2-175 limits assumed): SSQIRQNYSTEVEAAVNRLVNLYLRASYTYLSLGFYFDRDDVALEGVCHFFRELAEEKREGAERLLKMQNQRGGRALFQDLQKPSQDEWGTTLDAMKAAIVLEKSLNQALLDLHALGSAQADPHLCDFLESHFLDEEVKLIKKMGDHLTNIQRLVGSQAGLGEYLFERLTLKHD
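Apoferritin-based anesthetic binding model; compound displacement of fluorescent 1-AMA measured as endpoint fluorescence after 10 minutes at room temperature, scaled to free-ligand and complex controls.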
APEX1 inh – qHTS Assay for Inhibitors of the Human Apurinic/apyrimidinic Endonuclease 1 (APE1) | DNA repair nuclease/redox regulator APEX1 (Homo sapiens), P27695 | recombinant APE1, TAMRA/BHQ-2 abasic DNA cleavage fluorescence | Potency, µM (top dose mostly 65.8 µM), for inactives: at the top dose activity change, negative = inhibition, most hits filed as inhibitors | hit rate 0.35% among 350,000;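 note: plate controls were vehicle for no effect and reference inhibitor for full effect; nearly all actives have a fitted effect of over 55% in size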
Target sequence (P27695 whole entry, looked up): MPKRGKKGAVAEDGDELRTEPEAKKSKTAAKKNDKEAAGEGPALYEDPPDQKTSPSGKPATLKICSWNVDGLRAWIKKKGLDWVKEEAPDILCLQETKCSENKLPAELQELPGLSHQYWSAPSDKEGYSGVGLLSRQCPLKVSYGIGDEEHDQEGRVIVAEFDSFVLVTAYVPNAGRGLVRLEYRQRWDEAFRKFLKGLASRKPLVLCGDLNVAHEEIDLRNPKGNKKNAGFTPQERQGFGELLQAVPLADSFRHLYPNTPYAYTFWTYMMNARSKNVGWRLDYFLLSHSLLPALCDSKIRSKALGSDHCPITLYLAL
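Step 1: APE1 (0.75 nM) with compound, 15 min RT. Step 2: add 50 nM fluorophore/quencher THF duplex. Step 3: three fluorescence reads 60 s apart (525/598 nm); read 3 minus read 1 = reaction progress.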
POLH inh – qHTS for Inhibitors of Polymerase Eta. recombinant Pol eta, fluorescent DNA replication assay. Potency, µM (series often up to 114 µM), for inactives: at the highest dose activity change, negative = inhibition, usual class: inhibitors. hit rate 1.2% among 390,000. DNA polymerase eta (Homo sapiens), Q9Y253; note: % is set by controls: 0 for no effect and ±100 for the full control effect
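Pol eta at 10 nM preincubated with compounds 15 min at room temperature; reaction started with fluorescent substrate (50 nM final) and read kinetically at 0 and 10 min.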
Pol iota inh – qHTS for Inhibitors of Polymerase Iota; Potency, µM (highest dose often 115 µM), for inactives: at the highest dose activity, negative = inhibition, usual class: inhibitors; hit rate 1% among 390,000; Pol iota fluorescent replication assay, 10 min
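Pol iota at 10 nM preincubated 15 min with compounds at room temperature; reaction started with fluorescent substrate, 50 nM final. Fluorescence read kinetically at 0 and 10 min; buffer-only wells as negative control.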
Pol kappa inh – qHTS for Inhibitors of Polymerase Kappa; Potency, µM (top dose mostly 107 µM), without a hit: top-dose activity, negative = inhibition, most hits filed as inhibitors; AID 588579, 2011; purified Pol kappa, fluorescent DNA synthesis assay, 10 min; DNA polymerase kappa (Homo sapiens), Q9UBT6; hit rate 0.53% among 400,000; note: % is set by controls: 0 for no effect and ±100 for the full control effect
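10 nM Pol kappa preincubated 15 min at room temperature with compounds, then reaction started with substrate at 50 nM final. Fluorescence read kinetically at 0 and 10 min; buffer-only wells served as negative control.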
BAZ2B block – qHTS Assay for Inhibitors of BAZ2B. AlphaScreen BAZ2B-H3K14Ac peptide displacement. hit rate 4.4% among 360,000. Bromodomain adjacent to zinc finger domain protein 2B (Homo sapiens), Q9UIF8. Potency, µM (titrated, usually from 114 µM), inactives show at the highest dose activity change, negative = inhibition, hits mostly inhibitors; note: % is set by controls: 0 for no effect and ±100 for the full control effect; nearly all actives have a fitted effect of over 60% in size
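BAZ2B (50 nM) with biotin-H3(5-23)K14Ac peptide (50 nM) in PBS pH 7.4, 0.01% Tween-20, preformed 30 min, then compound 30 min at room temperature; top concentration 110uM. AlphaScreen streptavidin donor/nickel chelate acceptor beads (10 ug/mL final), 20 min dark, signal read.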
G9a block – qHTS Assay for Inhibitors of Histone Lysine Methyltransferase G9a; AID 504332, 2011; hit rate 8.8% among 350,000; Histone-lysine N-methyltransferase EHMT2 (Homo sapiens), Q96KQ7; G9a H3K9 monomethylation, AlphaScreen, 2 h; Potency, µM (titrated, usually from 102 µM), inactives show top-dose activity, negative = inhibition, hits mostly inhibitors; note: % is set by controls: 0 for no effect and ±100 for the full control effect; nearly all actives have a fitted effect of over 75% in size
Target sequence (Q96KQ7 913-1193 limits assumed): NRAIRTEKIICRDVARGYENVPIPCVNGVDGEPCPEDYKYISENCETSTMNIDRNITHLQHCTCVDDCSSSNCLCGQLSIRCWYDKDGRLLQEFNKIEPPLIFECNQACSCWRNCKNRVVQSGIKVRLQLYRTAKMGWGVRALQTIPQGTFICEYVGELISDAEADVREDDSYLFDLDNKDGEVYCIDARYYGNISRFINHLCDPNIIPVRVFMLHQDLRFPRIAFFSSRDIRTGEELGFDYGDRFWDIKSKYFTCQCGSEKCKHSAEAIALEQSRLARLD
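G9a (20 nM) preincubated 15 min RT with compounds, then 500 nM biotinylated H3K9 peptide and 20 uM SAM added; 2 h RT reaction. Monomethyl-H3K9 product detected by AlphaScreen with anti-H3K9me1 antibody, streptavidin donor and anti-rabbit IgG acceptor beads.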
BLM helicase inh – qHTS Assay for Inhibitors of Bloom's syndrome helicase (BLM). RecQ-like DNA helicase BLM (Homo sapiens), P54132. recombinant BLM DNA unwinding, fluorescence dequenching. Potency, µM (highest dose often 56.1 µM), for the others: top-dose activity change, negative = inhibition, usual class: inhibitors. hit rate 0.2% among 350,000. AID 2528, 2010;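 note: plate controls were vehicle for no effect and no enzyme for full effect; nearly all actives have a fitted effect of over 35% in size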
POLB inh – qHTS Assay for Inhibitors of DNA Polymerase Beta; Pol beta primer extension/strand displacement, fluorescence kinetic; AID 485314, 2010; Potency, µM (titrated, usually from 114 µM), inactives show at the highest dose activity change, negative = inhibition, most hits filed as inhibitors; hit rate 1.3% among 340,000; note: % is set by controls: 0 for no effect and ±100 for the full control effect
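Reaction started by 50 nM substrate onto compound-treated Pol beta (10 nM, 15 min preincubation, room temperature); plates read at 0 min and 10 min. Normalized concentration-effect data fitted by four-parameter Hill equation.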
The depositor's hits bear a star; [ ] = remark or other dose. Calls come from the whole dose curve; as a rule, active = well fitted curve in the direction sought with a large enough effect; inconclusive = small, poorly fitted or top-dose-only effect, or another doubt; inactive = no such curve, though single readings can be large; an effect the other way counts as inactive or inconclusive. Potency is the fitted concentration of half-maximal effect.

For O=C(Nc1ccccc1N1CCCC1)C1CCCO1 (stereo unspecified) the results were APEX1 inh -2%, POLH inh -5%, Pol iota inh 15%, Pol kappa inh -8%, BAZ2B block -28% and G9a block 28µM*.
COc1ccc(NC(=O)c2ccco2)cc1NC(=O)c1cc(OC)c(OC)c(OC)c1 was read as Apoferritin bind -19%, POLH inh -15%, Pol iota inh 14%, Pol kappa inh 4%, BAZ2B block 5%, G9a block 6%[59 µM], BLM helicase inh 0% and POLB inh 1%.
For CCN(CC)/C(=N\S(=O)(=O)c1ccc(F)cc1)c1ccccc1 the results were Apoferritin bind -6%, APEX1 inh 15%, POLH inh 6%, Pol iota inh 105%[activator], Pol kappa inh -8%, BAZ2B block -3%, G9a block 0%, BLM helicase inh -2% and POLB inh -8%.
`Cc1nc2ccccc2nc1NS(=O)(=O)c1ccc(N)cc1` gave Apoferritin bind 3%, APEX1 inh 7%, POLH inh -17%, Pol iota inh 1%, Pol kappa inh 0%, BAZ2B block 5%, G9a block inconclusive, BLM helicase inh -23% and POLB inh -3%.
`C=C(C)c1cccc(C(C)(C)NC(=O)Nn2cnnc2)c1` gave Apoferritin bind -12%, APEX1 inh -2%, POLH inh -12%, Pol iota inh 8%, Pol kappa inh -5%, BAZ2B block 4%, G9a block 9%, BLM helicase inh -1% and POLB inh 23%.
`CCOC(=O)c1c(NC(=O)c2ccccc2C(=O)O)sc2c1CCCC2` gave Apoferritin bind -9%, APEX1 inh 35%, POLH inh -16%, Pol iota inh 102%[activator], Pol kappa inh -11%, BAZ2B block -2%, G9a block 4%, BLM helicase inh -3% and POLB inh 20%.
Cc1cc(C)n2c(SCC(=O)NC3CCCC(C)C3C)nnc2n1 (stereo unspecified) was read as Apoferritin bind inconclusive, APEX1 inh -3%, POLH inh -4%, Pol iota inh 13%, Pol kappa inh -8%, G9a block 2%, BLM helicase inh -8% and POLB inh inconclusive.
Screening O=C(Nc1cccc(F)c1)N1CCN(C(=O)c2ccco2)CC1 returned Apoferritin bind -4%, APEX1 inh -4%, POLH inh -8%, Pol iota inh 2%, Pol kappa inh 4%, BAZ2B block -11%, G9a block -1%[12.7 µM], BLM helicase inh -3% and POLB inh 43%.
For O=C1C=C(NCC2CCCO2)C2(CCCCC2)O1 (stereo unspecified) the results were Apoferritin bind -8%, APEX1 inh -2%, POLH inh 4%, Pol iota inh 14%, Pol kappa inh 1%, BAZ2B block 9%, G9a block 38%[12.7 µM], BLM helicase inh -1% and POLB inh 26%.
Screening CCOC(=O)C1(CCOC)CCN(C(=O)c2ccc(CSC)o2)CC1 returned Apoferritin bind -7%, APEX1 inh 23%, POLH inh -14%, Pol iota inh 43%[activator], Pol kappa inh -6%, BAZ2B block -22%, G9a block inconclusive, BLM helicase inh 2% and POLB inh 4%.
`CCc1sc(Nc2cccc(C)c2C)nc1-c1cc2cccc(OC)c2oc1=O` gave Apoferritin bind -11%, POLH inh -27%, Pol iota inh 22%, Pol kappa inh 0%[60.1 µM], BAZ2B block -1%, G9a block 0%[59 µM], BLM helicase inh -4% and POLB inh -20%.
O=C(Nc1ccccn1)C1CCN(S(=O)(=O)c2ccccc2)CC1 was read as APEX1 inh 9%, POLH inh -15%, Pol iota inh -5%, Pol kappa inh -6%, BAZ2B block -16% and G9a block -10%[12.7 µM].

Among those listed so far, these have four or more nitrogen atoms.
`Cc1nc2ccccc2nc1NS(=O)(=O)c1ccc(N)cc1` gave Apoferritin bind 3%, APEX1 inh 7%, POLH inh -17%, Pol iota inh 1%, Pol kappa inh 0%, BAZ2B block 5%, G9a block inconclusive, BLM helicase inh -23% and POLB inh -3%.
`C=C(C)c1cccc(C(C)(C)NC(=O)Nn2cnnc2)c1` gave Apoferritin bind -12%, APEX1 inh -2%, POLH inh -12%, Pol iota inh 8%, Pol kappa inh -5%, BAZ2B block 4%, G9a block 9%, BLM helicase inh -1% and POLB inh 23%.
Cc1cc(C)n2c(SCC(=O)NC3CCCC(C)C3C)nnc2n1 (stereo unspecified) was read as Apoferritin bind inconclusive, APEX1 inh -3%, POLH inh -4%, Pol iota inh 13%, Pol kappa inh -8%, G9a block 2%, BLM helicase inh -8% and POLB inh inconclusive.

Further compounds
Screening CCOc1ccc(-c2ccc(NS(=O)(=O)c3ccc([N+](=O)[O-])cc3)cc2)nn1 returned Apoferritin bind -24%, APEX1 inh 42%, POLH inh -15%, Pol iota inh 3%, Pol kappa inh 12%, BAZ2B block -21%, G9a block -5%[59 µM], BLM helicase inh -1% and POLB inh 0%.
Screening CC1=C(C(=O)OCCc2ccccc2)C(c2ccsc2)NC(=O)N1C (stereo unspecified) returned Apoferritin bind -22%, APEX1 inh 5%, POLH inh -16%, Pol iota inh 5%, Pol kappa inh 1%, BAZ2B block -36%, G9a block -46%, BLM helicase inh -11% and POLB inh -3%.
COC(=O)c1c(C)cc(C)n2c1nc1ccccc12 was read as Apoferritin bind 109%[activator], APEX1 inh -4%, POLH inh 3%, Pol iota inh 6%, Pol kappa inh -19%, BAZ2B block -17%, G9a block -25%, BLM helicase inh 1% and POLB inh 16%.
`CCOC(=O)c1cc(-c2ccc(F)cc2)n(CC(=O)NCc2cccnc2)c1C` gave Apoferritin bind -4%, APEX1 inh 8%, POLH inh -18%, Pol iota inh 22%, Pol kappa inh -18%, BAZ2B block -7%, G9a block 5%, BLM helicase inh -9% and POLB inh -3%.
For COc1ccc(NC(=O)Nc2c(C)n(C)n(-c3ccccc3)c2=O)cc1 the results were Apoferritin bind 0%, APEX1 inh 2%, POLH inh -6%, Pol iota inh inconclusive, Pol kappa inh 13%, BAZ2B block 13%, G9a block 9%[59 µM], BLM helicase inh 0% and POLB inh 0%.
`O=C(CCN1C(=O)/C(=C\c2ccccc2)SC1=S)NNC(=O)c1cccnc1` gave Apoferritin bind 3%, APEX1 inh 0%, POLH inh -4%, Pol iota inh -6%, Pol kappa inh -13%, BAZ2B block -1%, G9a block 2%, BLM helicase inh 0% and POLB inh 1%.
CCOC(=O)c1[nH]c(C)c(C(=O)N(C)C)c1C was read as Apoferritin bind 0%, APEX1 inh 10%, POLH inh -15%, Pol iota inh 7%, Pol kappa inh -10%, BAZ2B block -10%, G9a block 1%[12.7 µM], BLM helicase inh -1% and POLB inh 5%.
CCCCCCCCCCCNC(=O)c1ccoc1C was read as Apoferritin bind -1%, APEX1 inh -7%, POLH inh inconclusive, Pol iota inh 6%, Pol kappa inh -18%, BAZ2B block 14%, G9a block -3%[59 µM], BLM helicase inh -11% and POLB inh 4%.
COc1ccc(CNC(=O)COC(=O)CCN2C(=O)C3CC=CCC3C2=O)cc1OC (stereo unspecified) was read as APEX1 inh -5%, POLH inh -6%, Pol iota inh inconclusive, Pol kappa inh -8%, BAZ2B block 10% and G9a block -15%[12.7 µM].
`Cc1ccc(-c2ccnc3cc(C)nn23)cc1` gave Apoferritin bind -1%, APEX1 inh 17%, POLH inh -2%, Pol iota inh 4%, Pol kappa inh -3%, BAZ2B block 27%, G9a block 56%[activator], BLM helicase inh -2% and POLB inh 11%.
For CSCC[C@H](NC(=O)[C@@H]1CSC2c3ccccc3C(=O)N21)C(=O)NCc1ccco1 (stereo partly specified) the results were Apoferritin bind -11%, APEX1 inh 50%[activator], POLH inh -3%, Pol iota inh 37%, Pol kappa inh 10%, BAZ2B block -27%, G9a block 15%, BLM helicase inh 1% and POLB inh 9%.
Screening COCCCNC(=O)/C(C#N)=C/c1cccc(NC(=O)c2ccccc2Cl)c1 returned Apoferritin bind -6%, APEX1 inh -1%, POLH inh 13%, Pol iota inh inconclusive, Pol kappa inh -2%, BAZ2B block 5%, G9a block -11%[59 µM], BLM helicase inh 0% and POLB inh 22%.
Cc1cc2c3c(ccc(C)c3n1)N=CN2c1ccccc1 was read as Apoferritin bind 84%[activator], APEX1 inh -7%, POLH inh -17%, Pol iota inh 18%, Pol kappa inh -6%, BAZ2B block 6%, G9a block 1%, BLM helicase inh -7% and POLB inh 14%.
For CCOc1ccccc1/C=C/C(=O)c1ccc(Cl)cc1 the results were Apoferritin bind -11%, APEX1 inh -2%, POLH inh -20%, Pol iota inh -6%, Pol kappa inh 2%, BAZ2B block 28%, G9a block 41%[59 µM], BLM helicase inh -8% and POLB inh 14%.
Screening COc1ccc2oc(-c3ccc(C)c(NC(=O)c4ccc(-c5ccccc5[N+](=O)[O-])o4)c3)nc2c1 returned Apoferritin bind -18%, POLH inh -3%, Pol iota inh -22%, Pol kappa inh -8%, BAZ2B block -13%, G9a block -22%[59 µM], BLM helicase inh -9% and POLB inh 23%.
`COc1ccc(OC)c(CCNC(=O)c2cc3c(=O)oc4ccc(C)cc4c3s2)c1` gave Apoferritin bind -7%, POLH inh -22%, Pol iota inh 25%, Pol kappa inh 0%, BAZ2B block -9%, G9a block -29%[59 µM], BLM helicase inh -17% and POLB inh 22%.
Screening COc1ccc2ccccc2c1C(=O)/C=C\c1ccoc1 returned Apoferritin bind -13%, APEX1 inh inconclusive, POLH inh inconclusive, Pol iota inh inconclusive, Pol kappa inh -15%, BAZ2B block 28µM*, G9a block 45µM*, BLM helicase inh inconclusive and POLB inh 45µM*.

Bioassay records: PubChem BioAssay, National Center for Advancing Translational Sciences (NCATS)

A portion of the library; the hit share may differ from the screen's.
